# Source: PubChem BioAssay
# TR-FRET SRC-2 ct = flags TR-FRET format artefacts in PPARgamma SRC-2 recruitment agonist screen | TR-FRET artefact counter-screen; active compounds read high | TR-FRET ratio at 8 µM | 200,000 compounds, 0.4% hits | AID 1049; in the data active = TR-FRET ratio above about 2000; also: inactives centre near 1500
# STAT3 act = STAT3 signaling activation. activation (% of control), % at 5.6 µM. U3A cells, IL-6 STAT3-luciferase reporter, luminescence; 100% = signal with IL-6 EC80 alone. 190,000 compounds, 0.91% hits;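 active = activation above the screen-wide mean of compound activation plus 3 SD, cut at about 130% in these data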;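 also: 0% = background luminescence of wells with medium and substrate only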
#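 Test system: human U3A cells carrying STAT3-luciferase construct; control set: IL-6-only wells as 100% reference; timing: compound pre-incubation 1 h before IL-6, then 6 h stimulation at 37 °C; also added: IL-6 stimulus at 33 ng/mL final; evaluation: % activation versus median of IL-6-stimulated wells; detection: reporter luminescence signal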
# PPARg SRC-3 ag = PPARgamma-driven SRC-3 recruitment agonism; P37231; biochemical PPARgamma/SRC-3 coactivator recruitment assay; activation, % at 8 µM; 200,000 compounds, 0.26% hits; AID 731; in the data active = activation above about 23%;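 also: 0% = DMSO and 100% = reference agonist; some compounds past the cut are filed as inactive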
# PPARg SRC-2 ag = agonists of SRC-2 recruitment by human PPARgamma | P37231 | PPARgamma LBD-SRC-2 recruitment, biochemical | activation, % at 8 µM | 200,000 compounds, 0.34% hits | AID 1032; in the data active = activation above about 22%;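 also: 0% = vehicle and 100% = reference agonist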
# RAM inhibit = yeast RAM network inhibition; S. cerevisiae dse1pr::URA3 reporter, 5-FOA growth OD615, 2 d; analog-sensitive cbk1-as2 kinase mutant strain; inhibition, % at 50 µM; 190,000 compounds, 1.8% hits; AID 868;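 active = inhibition above a set limit, 3 SD over mean compound inhibition, cut at about 8.4% in these data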;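 also: 0% = DMSO-only wells with no growth and 100% = 10 µM 1-NA-PP1 full growth; inhibition rescues growth on 5-FOA so higher OD means more RAM inhibition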
# TLR4 MyD88 comp = blocks binding of human TLR4 to MyD88; HeLa CL3-4 TLR4/MyD88 BLA complementation, FRET ratio; 200,000 compounds, 0.18% hits; O00206+Q99836; AID 861; inhibition, % at 8.4 µM; in the data active = inhibition above about 25%;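 also: 0% = vehicle and 100% = reference inhibitor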
# Target sequence (O00206 whole entry, looked up): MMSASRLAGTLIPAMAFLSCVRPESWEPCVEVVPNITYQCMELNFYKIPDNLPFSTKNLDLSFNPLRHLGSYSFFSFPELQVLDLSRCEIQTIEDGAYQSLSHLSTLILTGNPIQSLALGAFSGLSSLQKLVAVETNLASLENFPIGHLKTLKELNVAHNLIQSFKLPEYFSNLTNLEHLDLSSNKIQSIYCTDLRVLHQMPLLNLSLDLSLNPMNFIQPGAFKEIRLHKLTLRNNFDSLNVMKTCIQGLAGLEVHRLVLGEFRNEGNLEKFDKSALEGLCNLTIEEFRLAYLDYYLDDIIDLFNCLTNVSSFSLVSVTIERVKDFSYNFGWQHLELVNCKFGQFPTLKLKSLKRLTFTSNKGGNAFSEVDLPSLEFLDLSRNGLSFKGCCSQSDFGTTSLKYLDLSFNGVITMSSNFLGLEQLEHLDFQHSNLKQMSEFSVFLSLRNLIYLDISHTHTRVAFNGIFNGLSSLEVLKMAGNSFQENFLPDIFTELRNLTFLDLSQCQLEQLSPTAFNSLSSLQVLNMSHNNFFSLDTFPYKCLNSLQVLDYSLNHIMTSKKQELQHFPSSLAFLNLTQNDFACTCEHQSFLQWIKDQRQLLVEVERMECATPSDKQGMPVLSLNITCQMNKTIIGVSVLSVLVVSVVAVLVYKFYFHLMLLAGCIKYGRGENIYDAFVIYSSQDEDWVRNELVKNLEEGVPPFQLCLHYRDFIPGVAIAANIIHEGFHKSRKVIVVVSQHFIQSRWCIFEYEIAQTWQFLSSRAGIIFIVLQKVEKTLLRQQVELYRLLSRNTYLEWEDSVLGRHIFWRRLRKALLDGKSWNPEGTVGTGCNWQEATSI
# Target sequence (Q99836 whole entry, looked up): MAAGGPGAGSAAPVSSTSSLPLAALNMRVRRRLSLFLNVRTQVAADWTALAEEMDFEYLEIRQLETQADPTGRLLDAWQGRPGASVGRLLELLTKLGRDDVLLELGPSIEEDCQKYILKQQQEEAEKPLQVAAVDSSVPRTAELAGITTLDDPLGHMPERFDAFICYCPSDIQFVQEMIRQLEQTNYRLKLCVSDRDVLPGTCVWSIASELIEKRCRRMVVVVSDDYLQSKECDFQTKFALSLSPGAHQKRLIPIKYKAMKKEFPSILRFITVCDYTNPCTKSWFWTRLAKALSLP
# S1P3 antag = S1P3 (human) receptor antagonism; CHO S1P3 NFAT-BLA reporter, FRET fluorescence, antagonist mode; 170,000 compounds, 0.27% hits; inhibition, % at 4.98 µM; Q99500;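 active = inhibition above the plate cutoff, the mean inhibition of test wells on that plate plus 3 SD, cut at about 28% in these data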;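 also: cells challenged with S1P at its EC80 of 0.8 µM; blue over green emission ratio from cleaved BLA substrate after 4 h stimulation; 0% = S1P-stimulated wells and 100% = unstimulated DMSO-only wells; some compounds past the cut are filed as inactive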
# STAT1 blocker = reduces IFN-gamma driven STAT1 reporter signal | NIH 3T3 STAT1-luciferase reporter, luminescence | 200,000 compounds, 0.35% hits | inhibition, % at 5.5 µM;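 active = inhibition above a set limit, the mean inhibition across all tested compounds plus 3 SD, cut at about 34% in these data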;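 also: 0% = IFN-gamma with DMSO and 100% = IFN-gamma with 300 µM nifuroxazide; values of inactives mirror those of a sister screen read the other way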
# ROMK primary = human ROMK K+ channel modulation, primary screen; P48048; Tet-inducible ROMK, thallium flux fluorescence; actives lie on both sides; B-score at 10 µM; 130,000 compounds, 2% hits;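 active = signal ratio slope over the read window, or its plate-corrected B-score, at least 3 SD from the plate mean, either direction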;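 also: B-score of the F/F0 ratio slope over 7 to 12 s after thallium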
# PPARg SRC-1 ag = agonists of human PPARgamma SRC-1 coactivator recruitment | activation, % at 8 µM | P37231 | 200,000 compounds, 0.41% hits | PPARgamma-SRC-1 coactivator recruitment biochemical assay | AID 631; in the data active = activation above about 19%;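 also: 0% = DMSO and 100% = reference agonist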
# STAT3 blocker = STAT3 signaling inhibition; inhibition, % at 5.5 µM; 190,000 compounds, 0.89% hits; U3A cells, IL-6 STAT3-luciferase reporter, luminescence; host cell line lacks STAT1;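 active = inhibition above the mean inhibition across all screened compounds plus 3 SD, cut at about 44% in these data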;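 also: 0% = DMSO only wells and 100% = 100 µM nifuroxazide control wells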
# Active calls of the source: *; / = not tested or not shown.
1	CC(C)CCn1c(N2CCN(c3cccc(Cl)c3)CC2)nc2c1c(=O)[nH]c(=O)n2C
2	C=CCC1c2cccc(C(=O)OC)c2C(=O)N1c1ccccc1 (stereo not drawn)
3	Cc1cc(C)n2cc(CSc3nnc(SCc4cn5c(C)cc(C)nc5n4)s3)nc2n1
4	CC(=O)N/C(=C/c1ccccc1)C(=O)N1CCCCC1
5	O=C(/C=C/c1ccc2c(c1)OCO2)N1CCN(c2ccccc2F)CC1
6	COCCSc1ccccc1C(=O)N1CCN(Cc2ccccc2)CC1
7	CCC(C)N1CC23C=CC(O2)C(C(=O)OCc2ccccc2)C3C1=O (stereo not drawn)
8	O=C(NCc1ccncc1)/C(=N/O)c1ccccc1
9	C=CCN=C1SC(C)C(=O)N1S(=O)(=O)c1ccccc1 (stereo not drawn)
10	CCc1nnc(NC(=O)CCN2C(=O)c3ccccc3C2=O)s1
assay / compound	1	2	3	4	5	6	7	8	9	10
TR-FRET SRC-2 ct	1490	1635	1642	1589	1394	1652	1537	1504	1494	1320
STAT3 act	100.3	104.1	103.6	94.6	101.5	101.8	99.6	100.0	100.8	98.6
PPARg SRC-3 ag	-3.3	1.1	-6.1	-0.7	-6.1	2.0	-4.0	-0.7	-10.2	11.5
PPARg SRC-2 ag	11.9	2.7	-14.4	4.1	-1.4	9.9	7.6	4.9	7.0	-0.9
RAM inhibit	-0.8	-0.5	2.0	2.0	-0.1	1.9	0.3	0.8	-0.2	-0.1
TLR4 MyD88 comp	-12.3	-21.8	9.6	-7.6	0.8	-17.6	10.3	12.9	1.3	11.6
S1P3 antag	-4.7	/	/	-20.6	-7.3	-9.4	/	10.1	-14.1	5.8
STAT1 blocker	1.3	5.8	-4.4	5.1	-5.5	-2.5	3.4	-0.3	9.0	0.1
ROMK primary	-1.11	/	0.57	/	-0.00432	-0.0241	0.311	-0.0561	/	/
PPARg SRC-1 ag	5.1	-2.6	-2.3	-2.0	-6.8	15.2	4.7	5.2	-0.2	2.6
STAT3 blocker	6.0	-0.4	1.8	8.6	-0.5	3.6	1.7	0.8	2.8	8.9

11	CCOC(=O)N1CCN(C(=O)c2ccc(C)c(S(=O)(=O)Nc3ccccc3)c2)CC1
12	Cc1ccc(CN(c2ccc(C(=O)N3CCc4ccccc4C3)cc2)S(C)(=O)=O)cc1
13	Cc1ccc(NS(=O)(=O)c2ccc(CCC(=O)O)cc2)cc1
14	CC(C)n1c(=N)c(C(=O)NCCc2ccccc2)cc2c(=O)n3ccccc3nc21
15	CCCC(=O)NC(=S)Nc1sc2c(c1C(N)=O)CCC2
16	S=C(NCc1ccco1)N1CCN(Cc2ccco2)CC1
17	Cc1ccc(-c2nn(-c3ccccc3)cc2/C=C/C(=O)Nc2cccc(S(N)(=O)=O)c2)cc1
18	CC1(C)Cc2c(c(N3CCOCC3)nc3sc(-c4ccc(C(=O)O)o4)c(N)c23)CO1
19	Cc1cc(NCCCN(C)C)n2nc(-c3cccs3)cc2n1
20	CCC(C)[C@H](NC(=O)OC(C)(C)C)C(=O)N/N=C/c1cccc2nccnc12 (stereo partly drawn)
21	CCc1ccc2c(CN(CC)Cc3nc4ccccc4c(=O)[nH]3)cc(=O)oc2c1
22	Cc1sc(NC(=O)CSc2nc(O)cc(=O)[nH]2)nc1-c1ccccc1
23	Cc1ccc(CN2CCN(CC(=O)N/N=C/c3c[nH]c4ccccc34)CC2)cc1
assay / compound	11	12	13	14	15	16	17	18	19	20	21	22	23
TR-FRET SRC-2 ct	1416	1402	1439	1684	1404	1381	1597	1410	1415	1596	1488	1404	1517
STAT3 act	95.0	101.4	104.1	100.8	95.5	99.2	94.8	97.3	101.5	98.6	104.6	101.0	112.4
PPARg SRC-3 ag	-4.8	-0.6	-1.1	5.3	4.5	0.0	4.7	11.9	11.8	9.2	3.5	-1.9	0.9
PPARg SRC-2 ag	0.4	2.0	6.2	2.4	3.7	-1.3	4.7	0.4	6.6	7.7	4.0	-2.4	2.1
RAM inhibit	3.3	1.7	-0.7	-0.5	3.4	2.3	4.9	6.6	2.5	-1.1	0.1	3.5	-0.1
TLR4 MyD88 comp	-9.2	9.6	-9.0	-13.2	-12.1	-5.5	1.5	-1.6	11.8	-7.5	-5.9	6.6	-16.2
S1P3 antag	-16.4	/	5.1	-17.5	-4.3	/	-11.9	-1.4	/	/	-6.9	-14.1	-13.0
STAT1 blocker	5.0	4.9	-9.9	-0.4	-10.4	6.7	-3.3	3.4	-6.9	-1.6	-8.8	-1.8	-7.6
ROMK primary	/	0.441	/	/	0.492	-0.0721	-0.0472	-0.0126	-0.966	/	/	-1.23	-0.195
PPARg SRC-1 ag	-4.2	-2.4	0.0	2.0	3.5	3.9	-0.3	8.8	-2.1	6.7	9.1	10.9	-7.8
STAT3 blocker	7.0	4.1	1.6	2.9	3.0	7.8	11.0	6.5	1.4	3.2	0.9	10.3	-12.5
